IEC-6 cytotox: IEC-6 cytotoxicity, counter-screen for KLF5 inhibitors; luminescence viability; inhibition, % at 5 µM; 290,000 compounds, 0.78% hits; AID 1825; in the data active = inhibition above about 22%;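 also: 0% = plate median of test compound wells and 100% = cytotoxic reference compound wells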
HSP90 inh: inhibitors of HSP90 luciferase refolding in rabbit reticulocyte lysate. inhibition, % at 5.6 µM. 290,000 compounds, 0.91% hits. luciferase refolding luminescence, 3 h. AID 1789;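 active = inhibition above the screen-wide mean plus 3 SD, computed separately per campaign, cut at about 16% in these data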;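 also: 0% = DMSO wells and 100% = 60 µM geldanamycin wells; inhibitors lower the luminescence because luciferase stays unfolded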
HIF act: HIF pathway transcriptional activation; U2OS HRE-luciferase reporter, luminescence; normalized: DMSO 0%, desferrioxamine 100%; activation, % at 7.5 µM (by protocol); 300,000 compounds, 0.32% hits; AID 1910;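 active = mean activation of at least 10% of the iron chelator positive control signal, with at least half of replicates also reaching 10%; inconclusive = mean and replicate majority disagree about reaching 10%; inactive = mean and most replicates under 10%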
GSK3beta inhib: inhibitors of human GSK3beta kinase. 300,000 compounds, 0.038% hits. activity score (negative = inhibition), % at 10 µM. AID 2097. GST-GSK3beta kinase, ADP-Glo luminescence, 60 min; stronger effect = lower value;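 active = more than half of replicate wells score below -50%, meaning over 50% inhibition versus plate controls; inconclusive = some replicates but at most half score below -50%; inactive = no replicate scores below -50%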;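 also: 0% = median DMSO wells and -100% = median GW8510 positive control wells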
Target sequence (P49841 whole entry, looked up): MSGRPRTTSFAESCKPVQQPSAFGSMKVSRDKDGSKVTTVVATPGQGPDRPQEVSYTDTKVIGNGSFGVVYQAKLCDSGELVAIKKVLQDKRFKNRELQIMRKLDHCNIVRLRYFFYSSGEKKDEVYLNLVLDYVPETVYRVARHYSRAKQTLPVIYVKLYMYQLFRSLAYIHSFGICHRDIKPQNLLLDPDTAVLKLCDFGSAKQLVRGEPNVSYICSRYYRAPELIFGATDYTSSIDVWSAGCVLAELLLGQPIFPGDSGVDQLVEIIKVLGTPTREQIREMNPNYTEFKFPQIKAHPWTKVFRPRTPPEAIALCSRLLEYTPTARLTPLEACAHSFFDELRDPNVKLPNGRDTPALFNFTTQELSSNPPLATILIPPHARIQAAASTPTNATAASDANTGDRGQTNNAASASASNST
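Assay system: GST-fused GSK3beta enzyme, cell-free / Medium: Tris pH 7.5 buffer with MgCl2, DTT, BSA, heparin / Also added: peptide substrate plus 25 µM ATP (final) / Compound: 10 µM single point / Timing: kinase reaction with compound 60 min at room temperature / Detection: ADP-Glo luminescence / Benchmarks: DMSO neutral wells and GW8510 at 20 µM as positive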
HSF-1 act: increases HSF-1 driven luciferase reporter signal; activation, % at 9 µM; NIH3T3-HGL HSF-1 luciferase reporter, MG132, 8 h; 100% = twice DMSO control signal; 300,000 compounds, 1.7% hits;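 active = mean replicate activation of at least 50% with a set share of replicates each reaching 50%; inconclusive = only one of those two conditions met; inactive = mean below 50% and too few replicates reaching it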;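 also: 0% = median of the neutral control wells and 100% = twice that signal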
KLF5 inh: inhibitors of KLF5 expression. DLD-1 KLF5 promoter-luciferase reporter, luminescence. inhibition, % at 5 µM. 290,000 compounds, 0.23% hits. AID 1700;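 active = inhibition above a per-plate limit of that plate's mean compound inhibition plus 3 SD, cut at about 60% in these data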;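 also: 0% = DMSO wells and 100% = LY294002 at 200 µM; higher means less KLF5 promoter-driven luciferase light; inactives centre near -14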
GSK3A inh: inhibitors of human GSK-3 alpha kinase; P49840; 320,000 compounds, 0.1% hits; ADP-Glo luminescence, 60 min; inhibition, % at 10 µM;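 in the data active = inhibition above about 50%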;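 also: GST-tagged GSK-3 alpha with peptide substrate and 25 µM ATP; 0% = DMSO neutral wells and 100% = GW8510 positive control wells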
Target sequence (P49840 whole entry, looked up): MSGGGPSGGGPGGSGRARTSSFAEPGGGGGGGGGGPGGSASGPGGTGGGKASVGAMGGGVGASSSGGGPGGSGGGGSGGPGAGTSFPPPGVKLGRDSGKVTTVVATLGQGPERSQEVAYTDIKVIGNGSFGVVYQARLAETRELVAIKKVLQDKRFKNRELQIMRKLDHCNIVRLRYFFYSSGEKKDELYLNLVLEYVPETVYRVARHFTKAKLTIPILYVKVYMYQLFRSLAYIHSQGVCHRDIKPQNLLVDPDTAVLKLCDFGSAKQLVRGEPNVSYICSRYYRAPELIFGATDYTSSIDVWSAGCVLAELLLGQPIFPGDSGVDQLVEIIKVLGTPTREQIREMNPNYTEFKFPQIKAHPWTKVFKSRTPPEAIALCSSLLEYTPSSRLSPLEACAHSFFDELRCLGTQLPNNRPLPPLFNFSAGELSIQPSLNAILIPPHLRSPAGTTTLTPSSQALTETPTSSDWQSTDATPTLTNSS
AI-2 QS mod: Vibrio harveyi AI-2 quorum sensing modulation; Vibrio harveyi JMH597 AI-2 luminescence/OD600 ratio, 9 h; stronger effect = lower value; strain lacks LuxN and CqsS sensors; 0 = neutral-control median; activity change, % at 7.5 µM; 300,000 compounds, 0.4% hits; in the data active = activity change below about -75%, passing the limit was not always enough; inconclusive = no clear call, values can overlap the other calls;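 also: luminescence divided by OD600 gain over 9 h not by final OD600 alone; inactives centre near 13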
HSF1 inh: HSF1 inhibition. NIH3T3-HGL HSE-luciferase, MG132-induced, luminescence 8 h; stronger effect = lower value. 300,000 compounds, 0.77% hits. activity change, negative = inhibition, % at 7.5 µM (by protocol);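 active = more than half of replicate wells show activity change below -50%, luminescence cut by over half; inconclusive = some wells, but at most half, below -50%; inactive = no replicate well below -50%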;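 also: luciferase reports HSF-1 transcriptional activity via heat shock element; 0% = median of DMSO wells and -100% = zero luminescence signal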
aSyn UTR inh: MLPCN primary screen, SNCA 5' untranslated region | alpha-synuclein 5'UTR reporter, inhibitor activity | inhibition, % (tested at 7.5 µM) | 300,000 compounds, 0.82% hits | AID 1813; in the data active = inhibition above about 60%; inconclusive = no clear call, values can overlap the other calls;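 also: H4 neuroglioblastoma cells stably carrying SNCA 5'UTR luciferase fusion; 0% = DMSO wells and 100% = positive control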
Active calls of the source: *; u = inconclusive; x = not tested or not shown. Compounds were not picked by outcome; any-hit rate near 4.7%.

SMILES	IEC-6 cytotox	HSP90 inh	HIF act	GSK3beta inhib	HSF-1 act	KLF5 inh	GSK3A inh	AI-2 QS mod	HSF1 inh	aSyn UTR inh
CCC(C)NC(=O)CSc1n[nH]c(=O)n1CCc1ccccc1 (stereo unspecified)	-2	3	-0.4	0	10	6	-2	4	-4	-6
COc1ccc(C(=O)Nc2cccnc2)cc1OC	3	2	0.4	-3	-2	-12	-1	22	3	5
Cc1ccc(CNC(=O)CN2CCN(c3ccc(F)cc3)CC2)cc1	-2	-1	-5.9	3	5	-33	-1	18	0	5
COc1ccccc1C(=O)N/C(=C\c1ccc2c(c1)OCO2)C(=O)NCCc1nc2ccccc2[nH]1	10	1	-0.3	3	5	-47	2	20	-12	-10
CN(C)c1ccc(C=NC(CO)C(O)c2ccc([N+](=O)[O-])cc2)cc1 (stereo unspecified)	-3	4	-0.3	0	-5	-18	-1	11	-1	5
CC(C)(C)N=C1NN=C(c2ccc(Cl)cc2)CS1	0	20*	2.2	-25	-59	-176	-1	35	u	-108
COc1ccc(Cc2nnc(NCCO)[nH]c2=O)cc1	-3	-5	-0.6	4	4	-6	2	33	-2	10
CC(=O)OC(C)C(=O)NS(=O)(=O)c1ccc(C)cc1 (stereo unspecified)	-4	0	0.0	-4	71*	-20	-1	9	38	-6
COC(=O)c1ccc(SCC(=O)NCc2ccccc2)c([N+](=O)[O-])c1	4	4	0.9	3	24	-71	-2	14	8	18
O=C(NC1CCCCC1)C(c1ccccn1)N(C(=O)c1csnn1)C1CC1 (stereo unspecified)	6	4	-0.2	1	0	10	0	19	-6	-18
Cc1nc2ccc(NC(=O)c3ccco3)cc2s1	4	3	0.7	-3	18	-90	-2	-1	-4	-90
CCc1nonc1NC(=O)c1oc2ccccc2c1C	6	-3	3.7	3	3	-54	-1	-1	1	-75
COc1cc(C(=O)OCC(=O)N2CC(C)OC(C)C2)cc(OC)c1OC (stereo unspecified)	-2	-1	-0.1	2	6	-13	0	21	-4	3
O=C(Nc1nnc(Cc2ccccc2)s1)c1cccnc1	-4	2	-0.2	4	0	-25	x	23	-3	3
Cc1nc(C)c(C(=O)NNC(=O)Nc2ccc(Cl)cc2)s1	-9	-3	0.1	0	13	-20	-1	-3	14	1
Cc1nnc(SCC(=O)Nc2ccc(Oc3ccccc3)cc2)n1N	-3	3	1.8	3	-26	-15	0	15	-6	18
Cc1cccn2c(=O)nc(SCC(=O)c3ccc(Cl)cc3)nc12	x	x	0.0	-7	0	x	-2	30	4	-6
CC(C)NC(=O)Cc1ccc(Br)cc1	3	0	-0.1	0	17	-16	-3	2	-5	-34
O=C(/C=C/c1ccccc1)n1cnnc1SC/C=C/c1ccccc1	4	-6	0.4	-1	9	-33	-1	7	0	-52
O=C(NCc1cccs1)c1cc(-c2ccncc2)nc2ccc(Br)cc12	5	0	0.0	-3	-4	-33	2	6	6	-8
COc1ccc(-c2cnc(N)nc2-c2ccc(OC)cc2)cc1	-9	2	-0.3	0	-11	-23	8	15	-3	15
COc1ccc(-c2cc(=O)oc3cc(OCC(=O)N(C)C)ccc23)cc1	3	3	-0.6	1	9	-38	3	-7	8	7
O=c1[nH]c(=O)c2ncc(-c3ccc(Cl)cc3)nc2[nH]1	-6	-2	-0.3	5	11	-6	-4	-1	4	-12
N#Cc1ccsc1NC(=O)CN1CCN(S(=O)(=O)c2ccccc2C(F)(F)F)CC1	-5	4	-0.4	-1	-5	-18	1	25	7	-42
C[N+](C)(C)CCOP(=O)(O)OP(=O)([O-])OC[C@H]1O[C@@H](n2ccc(N)nc2=O)[C@H](O)[C@@H]1O	0	4	0.1	4	2	4	-5	8	-1	15
Next section:
SMILES	IEC-6 cytotox	HSP90 inh	HIF act	GSK3beta inhib	HSF-1 act	KLF5 inh	GSK3A inh	AI-2 QS mod	HSF1 inh	aSyn UTR inh
Cc1ccc(CNC(=O)C2CCN(S(=O)(=O)c3cccc4nonc34)CC2)cc1	2	0	-0.1	5	10	-10	-2	20	1	-2
NC(=O)CSc1nnc(-c2cccc(S(=O)(=O)N3CCCCC3)c2)o1	2	-2	0.0	0	1	-28	0	-21	-5	-19
CC1CCc2c(sc3ncnc(SC(C)C(=O)NCC4CCCO4)c23)C1 (stereo unspecified)	x	x	-1.9	0	-7	x	-1	23	0	-2
CCC(=O)Nc1ccc(C(=O)CSc2nnc(CNc3ccc(Cl)cc3)o2)cc1OC	-7	-1	0.2	-3	12	-4	0	23	24	20
NC(=O)c1ccc(NC(=O)COC(=O)CCc2ccc(S(=O)(=O)N3CCCCC3)cc2)cc1	-2	0	-0.2	-4	-19	-27	-1	4	-4	7
COc1c2c(nc3occc13)C(CC=C(C)C)(OC)C(O)CC2 (stereo unspecified)	2	-2	-43	-2	3	-28	-1	-8	-4	7
O=C1c2ccccc2S(=O)(=O)c2cc(C(=O)N3CCN(c4ccc(Cl)cn4)CC3)ccc21	x	x	-0.2	2	-18	x	-2	-4	-6	34
Cc1ccc(C)c2nc(Cl)c(C#N)cc12	3	4	0.5	-3	11	4	-2	14	-11	9
COc1ccc(NC(=O)COc2ccc(-c3nn(C)c(=O)c4ccccc34)cc2)cc1	7	3	0.5	4	-86	-6	-1	16	-83*	-5
COc1ccccc1NC(=O)CCNC(=O)Cn1ccc2ccccc2c1=O	-5	-2	-0.1	1	-9	-23	0	24	-5	17
COCCn1c(-c2ccccc2)cnc1SCC(=O)Nc1cccc2ccccc12	-5	9	-0.2	0	-15	7	-2	31	-2	-2
Nc1nc2nonc2nc1N1CCCCC1	10	1	0.0	-7	4	0	-1	-5	-12	-3
COCCCNC(=O)CNC(=S)N(Cc1ccccc1)Cc1cccnc1	-2	0	0.5	-7	12	0	-1	11	3	0
CCN1C(=O)/C(=C/N2CC(C)CC(C)C2)SC1=S (stereo unspecified)	-10	-3	-1.9	2	1	-38	0	16	-2	-24
COc1cc(/C=C(\C#N)C(=O)Nc2cccc(C(=O)O)c2)ccc1OCc1ccc(F)cc1	-8	1	-3.3	2	77*	-60	10	26	51	-90
COc1ccc(N2CC(C(=O)NCCc3ccc(Cl)cc3)CC2=O)c(OC)c1 (stereo unspecified)	x	x	0.1	-1	13	x	x	15	-1	9
CC(CNc1ccc([N+](=O)[O-])c2cccnc12)Nc1c([N+](=O)[O-])cc(C(F)(F)F)cc1[N+](=O)[O-] (stereo unspecified)	-2	6	0.0	2	-15	-10	-4	28	10	38
COCC(=O)N1CCC(Oc2ccc(C(=O)NC(C)c3csc(C)n3)cc2)CC1 (stereo unspecified)	2	-1	0.0	2	13	-11	-2	7	4	7
CCN(CC(=O)NCc1ccccn1)S(=O)(=O)c1cc(Cl)ccc1Cl	x	x	-0.5	-2	-5	x	-1	25	1	-3
COc1cccc(N2CC(O)=C(c3ccccc3)C2=N)c1	-4	0	0.7	-1	8	-18	0	28	-7	-18
C=CCn1c(SCC(=O)c2ccc(CNC(C)=O)o2)nc2scc(C3CC3)c2c1=O	-1	-1	0.4	1	-6	-6	-4	13	-4	14
CC(=O)c1sc(NC(=O)c2ccccc2F)nc1C	10	15	0.5	3	16	-112	1	19	13	-30
CCOC(=O)c1sc(NC(=O)Nc2ccc(Cl)cc2)nc1C	-2	-2	5.7	-2	45	-34	-2	-8	31	-175
CCN(CC)c1ccc(CN2CCCCCC2)cc1	1	-2	-0.2	1	3	-7	-4	24	-5	-8
COc1ccc(N2CCN(C(=O)COC(=O)c3ccc(C)o3)CC2)cc1	x	x	-0.5	1	-1	x	-1	76	0	2
Going on with the list:
SMILES	IEC-6 cytotox	HSP90 inh	HIF act	GSK3beta inhib	HSF-1 act	KLF5 inh	GSK3A inh	AI-2 QS mod	HSF1 inh	aSyn UTR inh
CC(=O)Nc1cccc(NC(=O)CSc2nccn2Cc2ccccc2)c1	1	1	-0.7	1	0	-38	1	19	-3	-32
COC(=O)C(C)n1cnc2c(nnn2-c2cccc(Cl)c2)c1=O (stereo unspecified)	-3	-3	-0.2	0	-9	-14	0	43	8	-7
CCOC(=O)N1CCN(c2nc(C)c3c(n2)CC(C)CC3=O)CC1 (stereo unspecified)	-1	2	0.6	2	x	2	0	22	x	-11
COc1ccc(C(O)P(=O)(OCC(C)C)OCC(C)C)c(OC)c1 (stereo unspecified)	7	6	-0.3	0	-9	-20	-4	17	2	-14
O=C(/C=C/c1cccc(Br)c1)Nc1nn[nH]n1	-3	-3	0.3	1	-15	3	-4	23	2	-5
Cn1c(Cl)c(/C=N/OC(=O)C2CC2)c2ccccc21	3	1	-0.3	6	-10	1	-1	4	-3	-5
COCc1cc(C)nc(OCC(=O)N/N=C/c2ccco2)c1C#N	-10	-5	0.0	-9	-16	-12	0	-1	-13	34

Twelve entries from above in another layout:
Every second line gives: IEC-6 cytotox	HSP90 inh	HIF act	GSK3beta inhib	HSF-1 act	KLF5 inh	GSK3A inh	AI-2 QS mod	HSF1 inh	aSyn UTR inh
> COCC(=O)N1CCC(Oc2ccc(C(=O)NC(C)c3csc(C)n3)cc2)CC1 (stereo unspecified)
  2	-1	0.0	2	13	-11	-2	7	4	7
> CCN(CC(=O)NCc1ccccn1)S(=O)(=O)c1cc(Cl)ccc1Cl
  x	x	-0.5	-2	-5	x	-1	25	1	-3
> COc1cccc(N2CC(O)=C(c3ccccc3)C2=N)c1
  -4	0	0.7	-1	8	-18	0	28	-7	-18
> C=CCn1c(SCC(=O)c2ccc(CNC(C)=O)o2)nc2scc(C3CC3)c2c1=O
  -1	-1	0.4	1	-6	-6	-4	13	-4	14
> CC(=O)c1sc(NC(=O)c2ccccc2F)nc1C
  10	15	0.5	3	16	-112	1	19	13	-30
> CCOC(=O)c1sc(NC(=O)Nc2ccc(Cl)cc2)nc1C
  -2	-2	5.7	-2	45	-34	-2	-8	31	-175
> CCN(CC)c1ccc(CN2CCCCCC2)cc1
  1	-2	-0.2	1	3	-7	-4	24	-5	-8
> COc1ccc(N2CCN(C(=O)COC(=O)c3ccc(C)o3)CC2)cc1
  x	x	-0.5	1	-1	x	-1	76	0	2
> CC(=O)Nc1cccc(NC(=O)CSc2nccn2Cc2ccccc2)c1
  1	1	-0.7	1	0	-38	1	19	-3	-32
> COC(=O)C(C)n1cnc2c(nnn2-c2cccc(Cl)c2)c1=O (stereo unspecified)
  -3	-3	-0.2	0	-9	-14	0	43	8	-7
> CCOC(=O)N1CCN(c2nc(C)c3c(n2)CC(C)CC3=O)CC1 (stereo unspecified)
  -1	2	0.6	2	x	2	0	22	x	-11
> COc1ccc(C(O)P(=O)(OCC(C)C)OCC(C)C)c(OC)c1 (stereo unspecified)
  7	6	-0.3	0	-9	-20	-4	17	2	-14
